PDI turbidity: blocks human protein disulfide isomerase activity; P07237; AID 588391; inhibition, % at 10 µM; 350,000 compounds, 0.052% hits; PDI insulin aggregation turbidity, A650, 90 min;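 active means mean inhibition across replicates of 30% or more, whatever share of single replicates reach that level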;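 further: absorbance from insulin aggregation driven by PDI reduction with DTT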
N-glyco inh: N-linked glycosylation inhibition; D54 ERlucT glycosylation luciferase reporter, 24 h; percent of 100 nM tunicamycin response; 360,000 compounds, 0.23% hits; AID 588692; reporter increase, % at 12.5 µM;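 active means mean luciferase reporter signal, scaled so untreated is 0 and the glycosylation-blocking control 100, at or above a set limit in every replicate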;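 further: luciferase carries N-glycosylation sites so blocking glycosylation raises the light; 0% = median of neutral control wells and 100% = median of 100 nM tunicamycin wells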
H9c2 protect: myocardial damage modulation in H9c2 cells; H9c2 cardiomyocytes, H2O2 injury protection, ATPLite, 2 h; protection from H2O2 cell death, % at 20 µM; 360,000 compounds, 0.63% hits; AID 588492;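 active means compounds giving at least 50% protection of heart cells from peroxide-induced death in the single-dose screen, raw or plate-pattern-corrected value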;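 further: 0% = DMSO wells with peroxide and 100% = DMSO wells without peroxide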
Vif imaging: blocks HIV Vif function; inhibition, % at 7.49 µM; HEK293T cells, Vif self-association by quenched fluorescence, imaging, 24 h; 340,000 compounds, 0.35% hits; in the data active means inhibition above about 50%, passing the limit was not always enough; further: some results filed as inactive read as strong as hits
CaV13 ICDI inh: Disruptors of the CACNA1D IQ motif to Ca2+-dependent inactivation inhibitor domain association, primary screening, Förster resonance energy transfer in intact living … | HEK cells, CFP/YFP FRET ICDI-IQ, plate reader, 10 min; percent FRET-ratio fall versus neutral wells | 340,000 compounds, 0.098% hits | inhibition, % at 12.3 µM;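 active means mean replicate inhibition of at least 30% and at least 1% of replicates passing that level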;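 further: 0% = median of the neutral control wells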
ABCB6 inh 2: human ABCB6 transporter inhibition; K562-ABCB6 porphyrin accumulation, flow cytometry, 1 h; stronger effect = lower value; fluorescence ratio to DMSO, % at 10 µM; 360,000 compounds, 0.19% hits;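 active means fluorescence ratio to DMSO below 75%, the collection mean minus 3 SD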;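 further: signal is porphyrin accumulated inside mitochondria; 100% equals median channel fluorescence of DMSO control wells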
MC4R antagonist: human MC4R antagonism in cAMP assay; MC4R-expressing cells, MTII-stimulated cAMP, LANCE TR-FRET; 360,000 compounds, 0.48% hits; inhibition, % at 6.5 µM;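 active means inhibition above its plate's cutoff, the mean of tested wells on that plate plus 3 SD, cut at about 29% in these data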;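 further: 0% = Melanotan II alone and 100% = Melanotan II plus saturating MCL0020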
Target sequence (P32245 whole entry, looked up): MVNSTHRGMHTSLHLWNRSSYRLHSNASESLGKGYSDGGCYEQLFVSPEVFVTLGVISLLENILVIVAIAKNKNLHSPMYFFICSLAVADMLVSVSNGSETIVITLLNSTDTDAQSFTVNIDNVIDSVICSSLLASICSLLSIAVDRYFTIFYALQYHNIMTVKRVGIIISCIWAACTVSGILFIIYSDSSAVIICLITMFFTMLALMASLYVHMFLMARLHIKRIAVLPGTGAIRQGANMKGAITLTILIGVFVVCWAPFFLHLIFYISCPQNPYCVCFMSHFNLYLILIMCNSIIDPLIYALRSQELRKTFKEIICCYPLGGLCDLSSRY
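Material: U2OS-MC4R stable cell line | Reagent: Melanotan II challenge after compound preincubation | Doses: One concentration, 6.5 µM nominal | Incubation: 30-min compound preincubation, 1-h Melanotan II challenge, 1-h detection, room temperature | Signal: TR-FRET cAMP assay | Replicates: One well per compound, no replicates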
aDG glyco up: increases alpha dystroglycan glycosylation; Pro5-aDG cells, alpha-DG glycosylation AlphaScreen (IIH6); 0% Pro5, 100% B10-LARGE cell signal; activation, % at 10 µM; 360,000 compounds, 0.22% hits; AID 624168;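 active means activation of at least 8% versus controls, or a plate z-score of at least 8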;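 further: Pro5 are CHO cells carrying HIG-tagged alpha-DG that lacks glycosylation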
MC4R barr agon: agonists of human melanocortin 4 receptor (MC4R) beta-arrestin; AID 540308; activation, % at 8.9 µM; 360,000 compounds, 0.98% hits; U2OS MC4R beta-arrestin complementation, luminescence; percent of melanotan II response, DMSO zero;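 active means activation above a per-plate cutoff, the mean activation of sample wells on that plate plus 3 SD, cut at about 8% in these data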
HTR2A ag: activates the mouse 5-HT2A serotonin receptor. CHO-K1 mHTR2A beta-arrestin complementation, luminescence; percent of 30 µM serotonin response. activation, % at 7.6 µM. 360,000 compounds, 0.66% hits;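 active means activation above a run cutoff, the mean activation of all tested compounds plus 3 SD, cut at about 14% in these data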;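 further: 0% = plate median of compound wells and 100% = 30 µM serotonin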
Target sequence (P35363 whole entry, looked up): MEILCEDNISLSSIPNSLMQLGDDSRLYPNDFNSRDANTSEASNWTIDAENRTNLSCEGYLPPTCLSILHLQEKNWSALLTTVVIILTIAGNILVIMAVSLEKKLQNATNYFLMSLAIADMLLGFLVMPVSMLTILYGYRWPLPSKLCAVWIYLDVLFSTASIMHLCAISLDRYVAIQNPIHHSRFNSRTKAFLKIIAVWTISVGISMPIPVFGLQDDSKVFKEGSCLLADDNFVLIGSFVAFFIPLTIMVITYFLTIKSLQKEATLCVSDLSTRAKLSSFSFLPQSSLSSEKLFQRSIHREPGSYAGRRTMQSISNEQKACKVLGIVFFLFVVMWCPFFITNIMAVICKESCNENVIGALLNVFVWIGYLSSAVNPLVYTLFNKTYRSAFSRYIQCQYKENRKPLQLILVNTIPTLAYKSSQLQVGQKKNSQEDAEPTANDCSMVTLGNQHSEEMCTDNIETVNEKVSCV
Active calls of the source: *; x = not tested or not shown; & = joins results of further samples. This is a random part of the collection; 3.6% or so of the library scored in one or more.

molecule	PDI turbidity	N-glyco inh	H9c2 protect	Vif imaging	CaV13 ICDI inh	ABCB6 inh 2	MC4R antagonist	aDG glyco up	MC4R barr agon	HTR2A ag
C[C@H](C[C@H](O)[C@H]1OC1(C)C)C1=C2C[C@H](O)C3[C@@]4(C)CCC(=O)C(C)(C)C4CC[C@]3(C)[C@@]2(C)CC1 (stereo partly drawn)	3.2	-0.4	-9.0	-2.6	-9.5	96.0	7.5	0.6	7.8	4.4
C=C(Br)CN1[C@@H](Cc2ccccc2)[C@H](O)[C@@]23C=C[C@@H](C[C@@H]2S1(=O)=O)O3	-0.8	-0.6	3.7	-5.5	-5.0	98.0	4.4	-0.2	-1.4	3.2
CCCCCC(=O)N1C[C@@H](n2cc(-c3ccc(F)cc3)nn2)[C@H](O)C[C@@H]1c1ccc(C)cc1	3.5	3.7	-4.6	0.3	-2.9	98.0	15.1	0.8	5.9	-5.6
Cn1c(=O)c2c(nc(NCc3ccc4c(c3)OCO4)n2Cc2ccccc2Cl)n(C)c1=O	-0.6	-0.9	0.8	1.2	-5.3	96.0	4.3	-0.1	-0.6	4.3
OC[C@@H]1CN(Cc2ccc(-c3ccccc3)cc2)C[C@H](n2cnc3c(NC4CCCC4)ncnc32)O1	-3.0	1.1	-12.4	-27.5	-8.3	91.0	15.9	7.5*	5.7	9.6
Cc1ccccc1C(=O)N1CCC(C(=O)OCc2ccccc2Cl)CC1	13.1	1.4	-9.5	5.6	-6.1	95.0	8.7	0.2	1.0	-8.7
CC1CC(C)CN(C(=O)c2nn(C)c3c2CSc2ccccc2-3)C1 (stereo not drawn)	x	-0.8	5.5	-8.3	-8.3	97.0	-1.4	-0.1	2.8	2.3
Cc1ccc(CNC(=O)C2CCC(CNc3nc(=S)[nH]c4ccccc34)CC2)cc1 (stereo not drawn)	-2.0	3.0	-21.6	-3.7	2.2	104.0	14.9	-0.1	3.2	4.5
CCOC(=O)c1ccc(-c2ccc3oc(-c4ccsc4)cc(=O)c3c2)cc1F	10.2	6.6	-9.3	-2.7	-4.7	94.0	-0.7	0.0	-1.2	3.9
COc1ccc(C2(C)NC(=O)N(CC(=O)N(c3ccccc3)C3CCS(=O)(=O)C3)C2=O)cc1 (stereo not drawn)	4.7	1.1	0.5	2.9	-14.4	103.0	7.3	0.1	-1.1	2.3
Cc1ccc(C23CC4CC(CC(C(=O)OCC(=O)N(C)C)(C4)C2)C3)cc1	-0.2	0.2	-5.0	-3.5	-15.4	99.0	16.2	0.1	-1.8	-4.8
COC(=O)CSc1nc(C2CC2)cc(C(F)(F)F)c1C#N	0.4	-2.7	-20.9	79.0*	-5.1	97.0	-4.7	0.0	-1.1	-1.7
Cn1cnc2c1c(=O)n(Cc1cccc(Cl)c1)c(=O)n2C	4.6	-1.3	20.2	-10.5	-2.2	95.0	14.8	0.1	-0.1	4.6
COc1ccc(NC(=O)CN(c2ccc(OC)cc2)S(=O)(=O)c2ccc(OC)c(OC)c2)cc1	9.9	-2.9	21.1	2.7	-19.4	98.0	5.0	-0.1	-0.7	1.7
Cc1ccc(NC(=O)C2(C)CCN2C(=O)Cc2ccc(C(C)(C)C)cc2)cc1C (stereo not drawn)	10.3	4.3	-7.9	-19.1	-12.3	98.0	-3.2	0.4	1.7	-1.2
COC(=O)Nc1ccc(S(=O)(=O)Nc2cccc3ccccc23)cc1	6.1	1.6	-8.9	-5.2	-8.1	87.0	-16.0	0.7	1.2	-3.6
CC(c1c(O)c2ccccc2[nH]c1=O)C1(C)CCC(O)C(C)(C)O1 (stereo not drawn)	x	2.6	-7.8	3.4	x	106.0	12.4	2.9	-1.4	4.7
CCCCOc1ccc(-c2csc(N)n2)cc1[N+](=O)[O-]	-5.7	-3.6	-10.5	-9.9	-6.1	90.0	15.2	0.1	1.5	-4.4
O=C(c1ccc(F)cc1F)C1CCN(c2ccc([N+](=O)[O-])cn2)CC1	-2.3	-4.5	-10.7	-11.0	-4.5	82.0	1.8	0.3	-0.9	-1.1
COc1ccc(CN(CC(=O)NCc2ccccc2)C(=O)CCC(=O)Nc2ccccn2)cc1	0.9	2.4	2.2	25.0	-5.7	102.0	-3.1	0.0	1.3	1.9
Cc1cccc2c(=O)c(C(=O)N3CCCCCC3)c[nH]c12	-4.5	-0.2	3.1	2.8	-4.6	94.0	-1.1	-0.1	1.2	5.8
Cc1n[nH]c(=S)n(/N=C/c2ccccn2)c1=O	-6.4	1.4	-13.7	2.4	x	109.0	17.2	-0.1	0.1	6.8
CCN(CC)C(=O)c1c2c(nc3ccccc13)-c1ccccc1CC2	-8.7	-2.3	0.2	10.4	-7.4	89.0	2.8	-0.3	-2.4	-2.2
COC(C[C@H](O)[C@H](C)[C@@H](O)COCc1ccccc1)OC	-3.2	-0.4	9.5	13.2	-8.8	93.0	2.6	-0.1	-0.6	7.4
CC(=O)C1=C(C)NC(=O)NC1c1cccc([N+](=O)[O-])c1O (stereo not drawn)	11.3	1.5	8.4	4.4	-2.8	102.0	7.1	-0.1	-0.8	-1.0
Nc1nc2ncccc2cc1C(=O)NC1CCCCC1	x	x	x	x	-6.2	106.0	x	0.1	x	-0.1
O=S(=O)(NCc1ccccn1)C(F)(F)F	-1.6	1.1	4.0	1.7	-5.5	101.0	6.3	-0.1	-1.1	0.8
CCc1ccc(CN(C)C(=O)C2=CC=CN3CCS(=O)(=O)N=C23)cc1	-1.9	1.7	-2.5	-7.6	-4.2	96.0	0.4	0.0	-4.5	-1.5
CN(C)C(=O)Oc1ccc[n+](C)c1	10.9	1.1	9.0	-3.2	-5.3	99.0	12.9	0.0	0.1	1.6
Cc1cccc(OCCSc2nc(N)cc(N)n2)c1	-4.7	1.3	8.2	2.6	-4.6	98.0	2.3	-0.1	-2.1	-1.3
CC(C)CC1Nc2ncnc(N3CCN(c4ccccc4)CC3)c2N(Cc2ccccc2)C1=O (stereo not drawn)	4.3	-4.5&-1.4	-3.3&-0.4	-3.0	-8.0	96.0&97.0	3.4	-0.1&-0.1	-1.2	1.6&-4.0
CN1C(C(=O)NCc2ccc(OC(F)(F)F)cc2)CC2Cn3c(nc4cc5ccccc5cc43)C21 (stereo not drawn)	-2.4	3.6	-3.3	1.0	-4.9	97.0	4.6	0.3	-1.0	10.4
COc1cccc(N(CC(=O)O)S(=O)(=O)c2ccccc2)c1	1.4	0.1	4.5	x	-3.8	91.0	0.3	0.0	-0.3	-1.7
CCCCNC(=O)CC1S/C(=N/N=C/c2ccc(OC)cc2)NC1=O (stereo not drawn)	1.3	1.7	1.1	6.0	0.7	100.0	10.1	0.1	-4.7	-1.2
Cc1nnc(SCC(=O)NCc2ccccc2)[nH]c1=O	-9.9	3.4	7.8	-6.1	-7.1	100.0	3.1	0.5	2.5	-1.1
Cc1ccc(-c2cc(C(=O)N3CCCC3)c3ccccc3n2)s1	3.3	1.7	-7.0	x	-5.5	97.0	20.7	0.1	-3.8	-2.3
CN(C)CCNc1ncnc2c1ncn2[C@H]1CN(Cc2ccccc2)C[C@@H](CO)O1	0.7	1.6	1.6	-9.2	-7.6	99.0	6.8	0.4	0.6	5.8
O=C(CS(=O)CC(=O)N(CC(=O)NC1CCCC1)c1ccccc1F)Nc1ccc(F)cc1 (stereo not drawn)	11.0	-2.1	1.4	35.6	-5.2	97.0	-3.4	0.2	-0.2	2.5
Cc1onc(-c2ccccc2Cl)c1C(=O)NC1CCCCCC1	-2.7	-1.6	-4.2	-8.8	-5.6	100.0	7.1	0.4	-1.5	4.5
CC1CCCCN1S(=O)(=O)c1ccc(NC(=O)CSc2nnnn2C)cc1 (stereo not drawn)	-4.7	-0.4	1.8	-3.8	-4.6	95.0	4.3	-0.3	1.3	2.0
Cc1cc(=O)oc(C)c1C(=O)NCCN1CCOCC1	2.3	2.4	-0.5	0.5	-5.8	98.0	5.5	-0.1	0.2	5.4
COc1ccccc1NC(=O)[C@H](COCc1ccccc1)NC(=O)OC(C)(C)C	-2.3	-3.4	-4.5	-1.1	-5.1	93.0	13.1	0.2	2.8	3.5
CCN(CC)S(=O)(=O)c1ccc(OC)c(NC(=O)Cn2cnc3c2c(=O)n(C)c(=O)n3C)c1	-5.6	2.1	-6.9	-1.0	6.7	97.0	33.4*	0.1	-0.7	-2.3
Cc1cc(Br)ccc1OCC(=O)NNC(=O)C(=O)Nc1ccccc1	15.9	1.5	4.9	-16.1	-3.1	95.0	-4.8	-0.2	-0.1	-1.3
O=C(CSc1nc(O)cc(=O)[nH]1)C1CC1	6.8	0.3	-4.6	x	x	107.0	3.9	0.0	1.1	0.0
Cc1cc(C)c(C)c(S(=O)(=O)N[C@@H](C)C(=O)OCC(N)=O)c1C	-0.5	1.1	-1.9	4.8	-2.9	91.0	-1.7	0.2	0.4	2.9
O=C(NCCN1CCOCC1)c1cccs1	8.6	1.8	-8.4	-11.8	-4.9	84.0	10.4	-0.2	0.4	1.8
CCNC(=S)NNC(=O)C1CCN(Cc2ccccc2)CC1	4.1	0.0	-1.6	36.6	11.1	106.0	-0.7	-0.2	1.5	-1.1
CCOc1ccc(NC(=O)CN(C)C(=O)C2CC(=O)N(CCc3ccccc3)C2)cc1OCC (stereo not drawn)	11.8	-1.1	0.2	-2.9	-5.5	96.0	0.8	0.3	2.0	2.2
C=CCN=C(NC#N)SC	3.4	3.1	3.4	-1.8	-21.3	85.0	-1.4	-0.1	2.4	0.9

Profiles from above. Order of values: PDI turbidity, N-glyco inh, H9c2 protect, Vif imaging, CaV13 ICDI inh, ABCB6 inh 2, MC4R antagonist, aDG glyco up, MC4R barr agon, HTR2A ag
Results for CN(C)CCNc1ncnc2c1ncn2[C@H]1CN(Cc2ccccc2)C[C@@H](CO)O1 : 0.7, 1.6, 1.6, -9.2, -7.6, 99.0, 6.8, 0.4, 0.6, 5.8
Results for Nc1nc2ncccc2cc1C(=O)NC1CCCCC1 : x, x, x, x, -6.2, 106.0, x, 0.1, x, -0.1

Going on with the list:
molecule	PDI turbidity	N-glyco inh	H9c2 protect	Vif imaging	CaV13 ICDI inh	ABCB6 inh 2	MC4R antagonist	aDG glyco up	MC4R barr agon	HTR2A ag
COc1ccc(-c2nnn(Cc3nn[nH]n3)n2)cc1OC	-3.9	0.4	2.7	22.4	-5.5	98.0	4.1	0.0	0.8	5.6
C/C(=C/Cc1c(O)cc2oc(C)cc(=O)c2c1O)COC1OC(CO)C(O)C(O)C1O (stereo not drawn)	1.7	1.7	10.0	-2.6	-6.9	95.0	-0.3	-0.2	-0.3	6.4
S=c1[nH]nc(C2CCCCC2)n1/N=C/C(Cl)=C\c1ccccc1	11.2	3.7	-13.8	3.6	-6.3	100.0	2.9	-0.1	-1.4	0.3
O=C1NN=C(CSc2n[nH]c(=S)s2)CS1	10.4	-0.2	-0.8	27.4	-20.3	99.0	22.8	0.0	0.5	-2.2
Cc1ccnc2nc(C(=O)Nc3nc4ccccc4s3)nn12	3.8	-11.4	-0.5	11.2	-2.1	100.0	5.1	-0.1	2.6	1.3

High-throughput results deposited in PubChem by several laboratories.
